APP 5'UTR act: APP 5'UTR luciferase reporter activation | AID 1276 | SH-SY5Y APP 5'UTR luciferase reporter, luminescence; zero percent = DMSO vehicle wells | activation, % at 2 µM | 190,000 compounds, 1% hits;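 active = activation above a set limit, based on mean plus 3 SD of controls, cut at about 140% in these data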; also: values of inactives mirror those of a sister screen read the other way
APP transl inh: APP translation inhibition; 190,000 compounds, 0.82% hits; inhibition, % at 2 µM; SH-SY5Y APP 5'UTR-luciferase reporter, luminescence;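 active = inhibition above a set limit, derived from the sample mean plus 3 SD, cut at about 45% in these data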; also: values of inactives mirror those of a sister screen read the other way
STAT1 inh: inhibitors of IFN-gamma induced STAT1 signaling. NIH 3T3 STAT1-luciferase reporter, luminescence. inhibition, % at 5.5 µM. 200,000 compounds, 0.35% hits. AID 920;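 active = inhibition above a set limit, the mean inhibition across all tested compounds plus 3 SD, cut at about 34% in these data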;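 also: 0% = IFN-gamma with DMSO and 100% = IFN-gamma with 300 µM nifuroxazide; values of inactives mirror those of a sister screen read the other way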
FLuc act counter: firefly luciferase counter-screen for stimulation assays; P08659; 200,000 tested, under 10 active; ATPlite luciferase biochemical, luminescence, 10 min; 0 = ATP-free wells, 1 = DMSO control; activation factor at 10 µM;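 active = luciferase activation factor, scaled between plate controls, of at least 2 with compound at 10 µM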
Target sequence (P08659 whole entry, looked up): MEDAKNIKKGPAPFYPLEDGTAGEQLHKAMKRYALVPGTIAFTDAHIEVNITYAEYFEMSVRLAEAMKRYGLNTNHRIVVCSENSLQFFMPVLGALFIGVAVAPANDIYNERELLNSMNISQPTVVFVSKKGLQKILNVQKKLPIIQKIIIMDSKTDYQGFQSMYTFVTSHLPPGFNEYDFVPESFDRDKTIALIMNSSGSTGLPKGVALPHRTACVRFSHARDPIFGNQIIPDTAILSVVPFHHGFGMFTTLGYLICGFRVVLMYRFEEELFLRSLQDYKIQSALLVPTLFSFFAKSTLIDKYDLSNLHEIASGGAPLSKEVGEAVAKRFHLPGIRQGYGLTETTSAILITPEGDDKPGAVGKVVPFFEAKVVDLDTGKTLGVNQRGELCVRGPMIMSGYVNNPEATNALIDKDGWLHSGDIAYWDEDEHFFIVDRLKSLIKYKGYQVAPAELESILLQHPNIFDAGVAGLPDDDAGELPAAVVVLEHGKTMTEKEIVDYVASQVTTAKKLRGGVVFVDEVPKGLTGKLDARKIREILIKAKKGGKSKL
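test system = cell-free luciferase reagent | medium = PBS as buffer for the ATP substrate | dosing = test compounds dosed from 2 mM stocks in 100% DMSO | incubation = 10 min at ambient temperature | detection = luminescence measurement of luciferase light output | benchmarks = low control with PBS replacing ATP, high control enzyme plus ATP without compound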
FLuc inh counter: Photinus pyralis luciferase inhibition counter-screen. P08659. ATPLite firefly luciferase biochemical luminescence, 10 min. inhibition, % at 10 µM. 200,000 compounds, 1.5% hits. AID 1006;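 active = inhibition above about 50% when tested at 10 µM, limit read from the data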
STAT3 inh: reduces IL-6 driven STAT3 reporter signal | U3A cells, IL-6 STAT3-luciferase reporter, luminescence; host cell line lacks STAT1 | inhibition, % at 5.5 µM | 190,000 compounds, 0.89% hits | AID 862;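 active = inhibition above the mean inhibition across all screened compounds plus 3 SD, cut at about 44% in these data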;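 also: 0% = DMSO only wells and 100% = 100 µM nifuroxazide control wells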
ROMK mod: modulates human ROMK potassium channel activity; P48048; Tet-inducible ROMK, thallium flux fluorescence; actives lie on both sides; B-score at 10 µM; 130,000 compounds, 2% hits;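 active = signal ratio slope over the read window, or its plate-corrected B-score, at least 3 SD from the plate mean, either direction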;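 also: B-score of the F/F0 ratio slope over 7 to 12 s after thallium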
Target sequence (P48048 whole entry, looked up): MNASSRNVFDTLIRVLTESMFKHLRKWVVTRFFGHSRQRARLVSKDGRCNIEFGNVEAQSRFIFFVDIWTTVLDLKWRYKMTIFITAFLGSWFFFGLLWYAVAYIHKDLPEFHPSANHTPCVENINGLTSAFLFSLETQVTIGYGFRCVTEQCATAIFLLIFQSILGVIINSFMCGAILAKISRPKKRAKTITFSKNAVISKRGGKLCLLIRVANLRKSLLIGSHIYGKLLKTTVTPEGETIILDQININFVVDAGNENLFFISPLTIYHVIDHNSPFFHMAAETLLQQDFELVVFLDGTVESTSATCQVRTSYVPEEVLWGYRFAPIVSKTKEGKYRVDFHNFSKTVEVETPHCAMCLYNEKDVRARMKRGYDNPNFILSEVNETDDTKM
STAT1 activator: increases IFN-gamma driven STAT1 reporter signal; NIH 3T3 STAT1-luciferase reporter, luminescence; 100% = IFN-gamma alone, no compound; 200,000 compounds, 2.6% hits; activation (% of control), % at 5.5 µM;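 active = activation above the screen-wide mean activation plus 3 SD, cut at about 130% in these data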;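 also: raw ratio to IFN-gamma control signal so 100% means no change and 0% no light; values of inactives mirror those of a sister screen read the other way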
NF-kB neuron act: raises NF-kB expression in human neuronal cells; NF-kB reporter expression; hits give high values; fold change at 12.5 µM; 190,000 compounds, 1.6% hits; AID 1239; in the data active = fold change above about 3.3
STAT3 activator: activators of IL-6 induced STAT3 signaling; U3A cells, IL-6 STAT3-luciferase reporter, luminescence; 100% = signal with IL-6 EC80 alone; 190,000 compounds, 0.91% hits; activation (% of control), % at 5.6 µM; AID 871;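 active = activation above the screen-wide mean of compound activation plus 3 SD, cut at about 130% in these data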;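 also: 0% = background luminescence of wells with medium and substrate only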
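Material: STAT3-luciferase reporter U3A cells; Probe or stimulus: IL-6 (33 ng/mL); Incubation: compound pre-incubation 1 h before IL-6, then 6 h stimulation at 37 °C; Technique: luminescence from STAT3-driven luciferase reporter; Evaluation: % activation versus median of IL-6-stimulated wells; Controls: IL-6-only high control.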
* hit, by the source's call; x = not tested or not shown.

SMILES	APP 5'UTR act	APP transl inh	STAT1 inh	FLuc act counter	FLuc inh counter	STAT3 inh	ROMK mod	STAT1 activator	NF-kB neuron act	STAT3 activator
O=C(c1cc([N+](=O)[O-])ccc1N1CCN(S(=O)(=O)c2ccc(Cl)c(Cl)c2)CC1)N1CCOCC1	-2.0	2.0	13.3	1.1	-9.8	9.6	-0.0787	88.3	1.22	95.0
Cc1ccc(-n2[nH]c(C)c(/C=N/c3ccccn3)c2=O)cc1	12.4	-12.4	2.0	1	-0.9	-8.8	x	98.2	1.18	111.9
COCCNc1nc(Cl)c(C#N)s1	47.9	-47.9	-5.2	1	-2.2	-1.2	-0.000735	104.1	1.37	103.0
O=C(CSc1nnc(-c2ccc([N+](=O)[O-])cc2)o1)Nc1ccccn1	132.5	-132.5	-8.7	1.1	-6.4	2.2	0.401	106.1	2.15	101.3
Cc1ccc(CNC(=O)CO/N=C/c2ccc(C(C)(C)C)cc2)cc1	18.6	-18.6	-5.6	1	2.0	-0.2	0.562	105.1	1.02	103.3
COc1ccc(/C(N)=N/OC(=O)CCCc2ccccc2)cc1	1.4	-1.4	-9.0	1	-1.9	-2.3	0.836	108.0	1.52	106.3
C=C(C)C1Cc2cc3ccc(=O)oc3cc2O1 (configuration not stated)	21.9	-21.9	-29.5	0.7	27.2	6.7	x	126.3	2.02	93.8
COc1ccccc1N1CCN(C(=O)C2CCN(S(=O)(=O)c3ccccc3)CC2)CC1	-1.1	1.1	4.2	1.1	-6.0	6.8	x	96.2	0.83	97.2
COc1ccc(NC(=O)c2cccc(S(=O)(=O)N(C)c3ccccc3)c2)cn1	0.0	0.0	-1.2	1.1	-5.2	7.9	-0.343	101.1	0.74	91.5
CCc1ccc2oc(=O)cc(CN3CCN(c4ccc(F)cc4)CC3)c2c1	15.4	-15.4	-4.6	1	-1.7	5.6	x	104.2	1.02	98.4
Clc1ccccc1Cc1noc(CN2CCCCC2c2ccccn2)n1 (configuration not stated)	3.9	-3.9	2.4	1.1	-6.2	2.6	0.613	97.6	1.32	102.9
O=C(Nc1cccc2ncccc12)c1cc2ccccc2o1	3.4	-3.4	-6.7	1	3.3	20.7	0.879	104.5	1.24	86.1
O=S(=O)(c1ccccc1)N1CCN(c2nc3ccccc3s2)CC1	13.6	-13.6	-5.7	1	-3.5	8.0	0.175	105.3	1.29	98.1
COc1ccc(N2CCN(C3CC(=O)N(c4ccc5c(c4)OCCO5)C3=O)CC2)cc1 (configuration not stated)	26.9	-26.9	2.5	1	-3.0	-0.5	x	97.7	1.2	102.7
Cc1ccc(-c2cc3ccccc3nc2N2CCCC2)cc1	10.9	-10.9	2.5	1	-4.9	-8.0	x	97.7	1.05	111.4
CCCCNS(=O)(=O)c1ccc(S(=O)(=O)NCc2ccncc2)cc1	x	4.3	25.2	1.1	-5.9	53.5*	-1.04	81.0	0.95	57.3
O=C(N/N=C/c1cccc(OC2CSC2)c1)c1ccccc1O	3.3	-3.3	-0.4	0.7	33.6	-23.2	x	100.4	1.08	130.5
COc1ccc(/C=N/NC(=O)c2ccc(COc3ccccc3Cl)o2)cc1	6.2	-6.2	3.2	0.8	21.2	-28.2	x	97.0	1	130.9
C/C(=C\C(=O)c1ccccc1)Nc1ccc(N2CCOCC2)cc1	23.4	-23.4	-11.6	1	1.2	23.1	x	110.7	1.75	83.2
COc1cc(CN2CCCC(CO)(Cc3cccc(Cl)c3)C2)cc2c1OCO2 (configuration not stated)	-18.2	18.3	0.0	1	0.7	-0.5	-0.0899	98.5	1.14	104.3
O=C(CSc1nnc2c(Cl)cc(C(F)(F)F)cn12)NCc1ccc(F)cc1	-2.4	2.4	0.8	1	-2.6	-2.0	0.0442	99.3	0.79	102.0
O=S(N1CCCCC1)C12CC3CC(CC(C3)C1)C2 (configuration not stated)	-3.6	3.6	-5.4	0.9	5.0	2.8	x	104.0	1.15	99.0
CCCCOc1ccc(OCCNS(=O)(=O)N(C)C)cc1	16.1	-16.1	-0.7	1	-1.5	5.7	-0.387	100.7	1.07	101.6
COc1cccc(NC(=O)CSc2nnnn2C(C)C)c1	1.1	-1.1	-4.6	1	-1.8	4.8	0.654	104.2	1.1	99.6
Fc1ccccc1N1CCN(C(c2cccs2)c2nnnn2CCc2ccccc2)CC1 (configuration not stated)	-3.4	3.4	0.8	1	-3.6	10.0	x	99.2	0.97	96.9

Five compounds already listed, arranged by number of heavy atoms, largest number first.
SMILES	APP 5'UTR act	APP transl inh	STAT1 inh	FLuc act counter	FLuc inh counter	STAT3 inh	ROMK mod	STAT1 activator	NF-kB neuron act	STAT3 activator
COc1ccc(/C=N/NC(=O)c2ccc(COc3ccccc3Cl)o2)cc1	6.2	-6.2	3.2	0.8	21.2	-28.2	x	97.0	1	130.9
O=S(=O)(c1ccccc1)N1CCN(c2nc3ccccc3s2)CC1	13.6	-13.6	-5.7	1	-3.5	8.0	0.175	105.3	1.29	98.1
COc1ccc(/C(N)=N/OC(=O)CCCc2ccccc2)cc1	1.4	-1.4	-9.0	1	-1.9	-2.3	0.836	108.0	1.52	106.3
COc1cccc(NC(=O)CSc2nnnn2C(C)C)c1	1.1	-1.1	-4.6	1	-1.8	4.8	0.654	104.2	1.1	99.6
C=C(C)C1Cc2cc3ccc(=O)oc3cc2O1 (configuration not stated)	21.9	-21.9	-29.5	0.7	27.2	6.7	x	126.3	2.02	93.8

Other records.
SMILES	APP 5'UTR act	APP transl inh	STAT1 inh	FLuc act counter	FLuc inh counter	STAT3 inh	ROMK mod	STAT1 activator	NF-kB neuron act	STAT3 activator
CCCCOc1ccc(C(=O)Nc2cc(C)c(OCC(=O)N3CCOCC3)c(C)c2)cc1	45.9	-45.9	9.9	0.6	44.1	6.2	x	90.8	0.8	96.5
CC(C)N1CCc2[nH]c(=S)[nH]c(=O)c2C1	-14.3	14.3	5.9	1	-2.1	-4.7	x	94.7	1.08	99.7
CSCCC(NC(=O)c1cc(CC(C)C)oc1C)C(=O)O (configuration not stated)	10.9	-10.9	-8.2	1.1	-6.1	7.6	x	107.5	1.11	101.1
CC(=O)OCC1=C(C(=O)O)N2C(=O)C(NC(=O)CCn3nc(C(F)(F)F)c(Br)c3C3CC3)C2SC1 (configuration not stated)	-4.2	4.2	-9.3	1.1	-6.7	-10.8	0.233	108.9	x	115.3
Cc1cccc(NC(=O)C2SC(=Nc3c(C)cccc3C)C(C(=O)N3CCOCC3)=C2N)c1 (configuration not stated)	3.1	-3.1	5.1	1	-2.9	-11.9	x	95.4	1.06	109.8
CCn1c(SCC(=O)OCC(=O)N2c3ccccc3NC(=O)C2(C)C)nnc1-c1ccco1	10.3	-10.3	7.9	1	-4.3	4.8	-0.415	92.7	1	98.1
COc1ccccc1/C=N/NC(=O)C(=O)NCc1cccnc1	-12.1	12.1	1.5	1.1	-5.3	-2.4	1.59	97.1	1.18	106.1
O=C(COc1ccc(Cl)cc1Cl)NNC(=S)NCc1ccco1	7.0	-7.0	-12.8	1.1	-6.6	-1.1	-1.67	110.0	1.34	102.9
CCOC(=O)/C=C/C(=O)NNC(=O)c1ccccc1Cl	13.7	-13.7	18.5	1.1	-6.2	5.2	-0.264	82.4	0.8	101.7
COc1ccc2[nH]c(=O)cc(C(=O)O)c2c1	16.6	-16.6	-7.4	1.1	-5.4	-8.6	-0.0308	105.5	1.06	112.1
O=C(Nc1cccc(S(=O)(=O)N2CCOCC2)c1)c1cn(-c2ccccc2)nc1-c1ccc(F)cc1	-1.2	1.2	-1.1	1.1	-6.5	-2.2	x	100.9	1.15	101.8
Cn1c(=O)c(C(=O)CCl)c(N)n(CC2CC2)c1=O	-1.4	1.4	-1.8	1	1.2	0.6	0.403	101.6	0.92	97.1
Cc1cc(N2CCOCC2)nc(SCC(=O)OCc2ccccc2)n1	5.2	-5.2	9.9	1.1	-6.1	14.9	x	89.6	x	91.3
CN(C)CCCn1c(NCc2ccc3c(c2)OCO3)nc2ccccc21	3.5	-3.5	-2.7	1.1	-8.6	-2.3	0.0506	103.6	1.1	101.8
Cc1cccc(Nc2nc(N)c([N+](=O)[O-])c(N3CCCC(C)C3)n2)c1 (configuration not stated)	21.6	-21.6	5.2	1.1	-6.4	10.8	x	95.2	0.72	89.7
CCc1ccc(C=NC23CN4CN(CN(C4)C2)C3)s1	1.7	-1.7	-3.3	1.1	-7.1	-6.9	0.102	103.1	0.99	109.0
CCOC(=O)Cn1nnnc1C(C(C)C)N(Cc1cccs1)Cc1cc2cc(C)ccc2[nH]c1=O (configuration not stated)	0.8	-0.8	1.6	1	-3.5	6.1	-0.384	98.5	1.25	99.8
Cc1ccccc1CC1(CO)CCCN(Cc2ccc3c(c2)OCCO3)C1 (configuration not stated)	17.7	-17.7	8.2	1.1	-7.4	12.4	-1.78	91.1	x	93.5
Cn1c(/N=C/c2ccc3c(c2)OCO3)nc2ccccc21	2.4	-2.4	-1.8	0.1	90.9*	-6.3	0.555	101.7	1.31	108.2
CN(C)S(=O)(=O)c1cc(NC(=O)COC(=O)C2CSC3(C)CCC(=O)N23)ccc1Cl (configuration not stated)	7.8	-7.8	-5.0	1.1	-13.3	-4.6	x	104.5	0.94	104.5
COc1ccc(N(CC(=O)N2CC=C(c3ccccc3)CC2)S(=O)(=O)c2c(C)noc2C)cc1	-9.8	9.8	4.0	1.1	-6.3	4.8	x	96.4	0.89	103.3

Source: PubChem
